# Glioma ERSR ind – inducers of ER stress response in human glioma cells. U87-MG GRP78 promoter luciferase reporter, 16 h. Potency, µM, inactives show at the highest dose activation, usual class: activators. 420,000 compounds, 0.02% hits. AID 602332; further: potency means the concentration at half of the fitted maximal effect; series mostly up to about 76 µM; % of control where 0% means no effect; nearly all actives have a fitted effect of over 35% in size
#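 ERSR induction read as luciferase luminescence (Bright-Glo, 10 min at room temperature) in stably transfected human U87-MG glioma cells exposed to compounds for 16 h, using GRP78 as sensor.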
# D2 agonist – agonists of human D2 dopamine receptor; HEK293 T-REx D2 cells, calcium flux agonist mode; activation, % at 2 µM; P14416; 340,000 compounds, 0.53% hits; AID 485358;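 active means activation over 3 SD above normal in the single-dose calcium agonist read, cut at about 30% in these data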; further: 0% is about no effect
#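 Tetracycline-induced HEK293 Trex cells with D2 receptor force-coupled to calcium signaling, plated overnight at 30 C and loaded with no-wash calcium dye. Calcium flux read kinetically for 180 s after compound addition; responses flag agonists.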
# RGS4 inhibitor – human RGS4 inhibition; P49798; Potency, µM (titrated, usually from 114 µM), for the others: at the highest dose activity change, negative = inhibition, hits mostly inhibitors; 390,000 compounds, 0.039% hits; Transcreener GDP fluorescence polarization, RGS4-accelerated GTP hydrolysis; further: potency means the concentration at half of the fitted maximal effect; on the % scale 0 is the no-effect control and ±100 the full control effect; nearly all actives have a fitted effect of over 75% in size; some results filed as inactive show a strong effect at the top dose
#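 MLSMR compounds (23 nl, pin-transferred) preincubated 10 min at room temperature with a 500nM (2x) first reagent, then RGS4 at 900nM (2x) plus Transcreener GDP mix added; fluorescence polarization (620/688 nm) read before and after 90 min at 30 °C.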
# Vif-APOBEC3G blk – Vif-A3G binding inhibition; Q9HC16; HeLa A3G-eYFP + Vif (tagged APOBEC3G with the HIV-1 protein that degrades it), YFP fluorescence, overnight; Potency, µM (doses to about 46.1 µM), for inactives: top-dose activity, negative = active, actives largely listed as inhibitors; 410,000 compounds, 0.076% hits; AID 602310;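 further: potency means the concentration at half of the fitted maximal effect; on the % scale 0 is the no-effect control and ±100 the full control effect; nearly all actives have a fitted effect of over 60% in size; hits raise eYFP signal because A3G escapes Vif-driven loss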
# Target sequence (Q9HC16 whole entry, looked up): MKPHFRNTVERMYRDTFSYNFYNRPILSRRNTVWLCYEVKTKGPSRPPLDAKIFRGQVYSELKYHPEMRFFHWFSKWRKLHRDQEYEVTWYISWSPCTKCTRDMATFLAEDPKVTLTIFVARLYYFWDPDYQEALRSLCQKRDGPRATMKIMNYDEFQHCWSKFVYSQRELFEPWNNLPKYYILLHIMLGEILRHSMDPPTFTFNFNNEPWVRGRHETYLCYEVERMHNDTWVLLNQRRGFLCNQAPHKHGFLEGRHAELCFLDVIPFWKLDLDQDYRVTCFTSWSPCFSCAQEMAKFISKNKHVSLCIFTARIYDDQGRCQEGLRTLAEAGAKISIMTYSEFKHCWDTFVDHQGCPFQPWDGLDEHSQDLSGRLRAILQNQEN
#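 Read-out is eYFP fluorescence (Ex 488/Em 500-530) from Vif-expressing HeLa A3G-eYFP cells; more signal means A3G escaped Vif-mediated degradation. Cells plated overnight, compound pinned in, incubated overnight at 37 deg C.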
# Vif-A3F inh – inhibitors of Vif-A3F interaction; 390,000 compounds, 0.2% hits; Potency, µM (top dose mostly 46.1 µM), inactives show at the highest dose activity, negative = active; HeLa A3F-eYFP + Vif (tagged APOBEC3F with the HIV-1 protein that degrades it), YFP fluorescence increase; further: potency means the concentration at half of the fitted maximal effect; % of control where 0% means no effect; nearly all actives have a fitted effect of over 65% in size
#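 HeLa cells stably expressing A3F-eYFP plus Vif, plated and incubated overnight at 37 deg C, then exposed to compounds overnight at 37 deg C. Blocked degradation read as raised yellow fluorescence (Ex 488/Em 500-530).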
# 12-LOX inh – inhibitors of human 12S-lipoxygenase ALOX12; P18054; 580,000 compounds, 1.1% hits; Potency, µM (top dose mostly 108 µM), for inactives: at the top dose activity change, negative = inhibition, most hits filed as inhibitors; AID 1671190; purified 12hLO, xylenol orange hydroperoxide absorbance; further: potency means the concentration at half of the fitted maximal effect; on the % scale 0 is the no-effect control and ±100 the full control effect
# Target sequence (P18054 whole entry, looked up): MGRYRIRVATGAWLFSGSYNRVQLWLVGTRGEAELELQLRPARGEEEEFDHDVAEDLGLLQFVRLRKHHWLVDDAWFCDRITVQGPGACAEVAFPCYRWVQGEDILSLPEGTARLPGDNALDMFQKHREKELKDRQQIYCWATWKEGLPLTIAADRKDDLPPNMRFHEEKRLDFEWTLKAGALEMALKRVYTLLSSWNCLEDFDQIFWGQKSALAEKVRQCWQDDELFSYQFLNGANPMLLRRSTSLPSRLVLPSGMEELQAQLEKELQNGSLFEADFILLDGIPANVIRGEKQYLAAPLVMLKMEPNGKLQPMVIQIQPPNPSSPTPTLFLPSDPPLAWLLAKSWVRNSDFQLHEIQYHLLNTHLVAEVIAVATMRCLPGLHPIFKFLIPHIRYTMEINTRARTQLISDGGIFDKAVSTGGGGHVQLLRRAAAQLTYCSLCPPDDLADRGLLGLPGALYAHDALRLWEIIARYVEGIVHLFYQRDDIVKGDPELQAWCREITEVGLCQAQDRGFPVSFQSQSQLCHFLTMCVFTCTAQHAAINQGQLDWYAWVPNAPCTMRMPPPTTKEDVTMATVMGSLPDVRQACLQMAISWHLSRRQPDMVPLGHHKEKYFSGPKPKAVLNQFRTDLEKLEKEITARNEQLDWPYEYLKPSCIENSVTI
#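 Purified human 12hLO (150 nM final) in 25 mM Hepes, 0.01% Triton X-100, pH 7.0 was preincubated 15 min at room temperature with compound. Then 40 uM arachidonic acid was added, 30 min. Hydroperoxide was read by Fe-XO absorbance ratio 573/405 nm.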
# ERG-DNA inh – inhibitors of human ERG Ets domain-DNA interaction. AID 624246. 370,000 compounds, 0.028% hits. Potency, µM (highest dose often 76.9 µM), for the others: at the top dose FP activity, negative = inhibition, usual class: inhibitors. fluorescence polarization, His-ERG Ets domain / labelled DNA; active means well fitted inhibition curve with a large enough effect in the polarisation, with a control signal flat; inconclusive means small, poorly fitted or top-dose-only effect, or effect the other way, or a change in a side signal; inactive means no such curve, though single readings can be large or run the other way; the % refers to the polarisation;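 further: polarization taken with two DNA probes labelled with fluorescein and Texas red; potency means the concentration at half of the fitted maximal effect; % of control where 0% means no effect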
#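 His-tagged ERG Ets domain (1 uM in the protein solution; 300mM KCl, 50mM Tris-HCl, 1mM EDTA, 1mM DTT, pH 7.5) received compound, then a probe mix of 5 nM fluorescein-DNA and 100nM Texas-615-DNA. Fluorescence polarization was read for both dyes.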
# D2 antagonist – antagonists of human D2 dopamine receptor | HEK293 TREx D2 cells, calcium flux, dopamine EC80 | P14416 | AID 485344 | inhibition, % at 10 µM | 340,000 compounds, 2% hits; in the data active means inhibition above about 30%; further: 0% is about no effect
#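 Dopamine at EC80 is the agonist stimulus; test compounds precede it by 180 s. Calcium flux read kinetically in a force-coupled, inducible HEK293 T-REx D2 cell line.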
# LDHA block – inhibitors of human lactate dehydrogenase A. P00338. purified LDHA, NADH/diaphorase-resazurin fluorescence; stronger effect = lower value. activity change, % (values are at about 110 or 230 µM). 480,000 compounds, 0.15% hits. AID 1347041; in the data active means activity change below about -30%; inconclusive means mostly about -25% to -30%;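 further: plate controls were DMSO wells for no effect and wells without enzyme for full effect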
#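 LDH5 2 nM; NADH 0.06 mM, pyruvate 0.2 mM; 200 mM Tris pH 7.4, EDTA, Tween-20; 5 min RT. Detection: diaphorase 0.133 mg/mL + resazurin 37 µM, fluorescence ex540/em590 at 0 and 20 min; normalized to enzyme-free and DMSO wells.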
# Starred values were filed as active, the others as inactive; ? = inconclusive; . = no result given; & = joins results of further samples; [ ] = another dose, or the depositor's remark. Unless noted, the call rests on the fitted dose curve; in most records, active means well fitted curve in the direction sought with a large enough effect; inconclusive means small, poorly fitted or top-dose-only effect, or another doubt; inactive means no such curve, though single readings can be large; an effect the other way counts as inactive or inconclusive.
molecule,LDHA block,Glioma ERSR ind,D2 antagonist,RGS4 inhibitor,Vif-APOBEC3G blk,D2 agonist,Vif-A3F inh,ERG-DNA inh,12-LOX inh
COc1ccc2oc(C(=O)OCC(=O)Nc3cccc(S(=O)(=O)N4CCOCC4)c3)c(C)c2c1,-10,1%,-4,-15%,-2%,0.9,1%,-1%,-16%
Cc1cc(C)n(-c2nc(N(C)C)nc(N(C)C)n2)n1,0&-1,6%&-2%,-9,-3%&16%,0%&3%,-0.1,7%,0%,3%
CC1CC(C)CN(S(=O)(=O)c2cccc3nonc23)C1 (stereo not given),-8,-1%,-6,29%,1%,-0.4,0%,-12%,0%
CCCN(CC(=O)Nc1ccc(C(C)=O)cc1)CC(=O)Nc1ccccc1C,-6,-3%,2,-4%,2%,0.4,1%,2%,-2%
COc1ccc(S(=O)(=O)n2nc(OC(=O)c3cccs3)cc2NC(=O)c2cccs2)cc1,-6,-3%,-7,-3%,3%,0.5,2%,10%,-10%
Cc1cccc(N2CCN(S(=O)(=O)c3ccc(-c4cnc(C5CC5)o4)cc3)CC2)c1C,-2,-2%,.,-28%,6%,-2.4,2%,2%,?
CC(C)(C)c1ccc(C(=O)NCCC(=O)NCc2ccco2)cc1,-2,-4%,26,20%,-6%,7.6,4%,1%,-1%
O=C(CSC1=NCCS1)NC1CCCCC1,-13,0%,-6,12%,-5%,0.2,0%,0%,3%
Cc1cc(C)nc(Nc2n[nH]c(-c3ccccc3Br)n2)n1,-4,3%,2,-36%,4%,-2.0,4%,-3%,-14%
COc1ccc(C2c3[nH]c4ccccc4c3CCN2CCCn2cccn2)c(C)c1C (stereo not given),-3,-5%,3,1%,-7%,0.5,-4%,6%,15%
CCOC(=O)CSC1=C(C#N)C(C)C2=C(CCCC2=O)N1 (stereo not given),-3,-2%,.,-13%,-8%,.,-2%,3%,3%
CCN(CC)C(=O)c1[nH]cnc1C(=O)Nc1ccccc1,-2,-3%,-6,-8%,-4%,-0.1,2%,3%,5%
O=C(Cn1c(-c2ccccc2)c[n+]2ccsc12)c1ccc(Br)cc1,-4,-3%,2,-27%,0%,0.8,4%,3%,-4%
CC(=O)c1sc2c(c1OC(=O)c1ccccc1)c(=O)n(-c1ccccc1)c(=S)n2-c1ccccc1,-7,-6%,.,-16%,-5%,.,6%,8%,-8%
CCOc1ccc(Br)cc1C1=CC(=O)C[C@H](c2ccc(OC)cc2)C1,-2,-3%,2,-11%,?,0.1,0%,-4%,-1%
C=C(C)C1CC=C(C)C(=NNC(=O)c2ccncc2)C1 (stereo not given),0,-6%,.,-17%,-5%,.,9%,-1%,8%
Cc1cccc(NC(=O)CSc2nc3c(oc4ccccc43)c(=O)n2-c2ccccc2)c1C,-12,-1%,.,15%,-2%,1.0,-1%,0%,-15%
O=C(COc1ccc([N+](=O)[O-])cc1Cl)NCC1CCCO1 (stereo not given),-5,-3%,12,5%,1%,-0.5,-1%,7%,2%
CCOC(=O)N1CCN(C(=O)CN2C(=O)CC(C)(C)S(=O)(=O)c3ccccc32)CC1,3,-3%,-19,-25%,2%,-1.1,-5%,.,18%
CCCCCC(C)NC(=O)c1cc(S(=O)(=O)N2CCCCC2)ccc1N1CCOCC1 (stereo not given),-4,-4%,-14,8%,-2%,-1.2,2%,2%,6%
CCC1NC(=O)c2ccccc2N1c1cccc(Cl)c1 (stereo not given),1,-7%,.,-34%,-3%,.,1%,-14%,?
CCN(c1ccccc1)S(=O)(=O)c1ccc(NC(=O)c2cc(=O)c3cc(C)cc(C)c3o2)cc1,2,-4%,.,9%,0%,.,1%,3%,-27%
CCN(C(=O)c1cc2c(=O)n3ccccc3nc2n1CCCOC)C1CCCCC1,0,-3%,4,-8%,-1%,0.4,-4%,-1%,0%
CC(C)[C@H](CO)N(Cc1cccc(F)c1)c1nc(Nc2cccc(Cl)c2)c2ncn(C(C)C)c2n1,4,0%,6,-35%,-1%,-0.1,4%,-1%,1%
Cc1ccc(-n2nc3c(N4CCC(C(=O)NCc5ccccc5Cl)CC4)nnc(C)c3c2C)cc1,-4,-3%,.,-3%,-3%,-0.7,-29%,-3%,?
Fc1ccc(C2CCNCC2COc2ccc3c(c2)OCO3)cc1 (stereo not given),-2,-5%&-7%,15,14%,2%,1.4,-3%,11%,?
C=CCNC(=O)C1CCN(C(=O)c2ccc(-c3ccccc3)cc2)CC1,-6,-2%,14,10%,0%,0.4,-12%,3%,292%[activator]
COc1ccc(CCNC(=O)CCCCn2c(=O)c3ccccc3n(Cc3cc(C)ccc3C)c2=O)cc1OC,-9,-4%,.,5%,2%,-0.3,0%,-3%,-22%
NC(c1csc(Nc2nncc3ccccc23)n1)C1CCCCC1 (stereo not given),-10,-11%,.,.,0%,.,.,.,?
CNS(=O)(=O)c1cn(CC(=O)N2CCN(c3ccc(C(C)=O)cc3)CC2)cc1S(=O)(=O)NC,-3,-1%,.,29%,1%,-0.4,5%,-4%,-15%
CC1(c2cccc3ccccc23)NC(=O)N(CC(=O)NC2CCS(=O)(=O)C2)C1=O (stereo not given),-7,-2%,-8,-19%,0%,0.9,-4%,-4%,-16%
COC(=O)c1c(NC(=O)CC2SCC(C(=O)OC)NC2=O)sc2c1CCCC2 (stereo not given),11,-3%,-9,-52%,2%,-2.4,-9%,-2%,?
CCOc1cc2[nH]c(=O)n(Cc3ccc(C(=O)NCCN(CC)CC)cc3)c(=O)c2cc1OCC,-5,-4%,.,10%,-3%,0.3,3%,4%,8%
Nc1ncc(-c2nnnn2-c2ccc(Cl)cc2)c(-c2ccc(Cl)cc2)n1,-10,-8%,-4,35%,-12%,-0.2,-11%,4%,0%
Cc1c(C)c2c(OCC(=O)NC3CC3)cc3c(c2oc1=O)CCC(C)(C)O3,-3,-2%,-5,39%,-5%,0.5,0%,-8%,36%[activator]
COc1ccc(-c2noc(CCC(=O)N3CCC(c4cc(C)ccc4C)CC3)n2)cc1,-4,1%,.,15%,5%,.,10%,6%,?
CCOc1ccc(-c2c(C)nn3c(C)c(C(=O)Nc4cc(C)cc(C)c4)cnc23)cc1OCC,-3,.,.,1%,.,0.0,.,1%,-13%
COc1ccc(CN(C)C(=O)CSc2nnc(C3CC3)n2C2CC2)cc1,1,-1%,-10,-6%,0%,-0.3,?,5%,-6%
Cc1cc2c(cc1S(=O)(=O)NCc1ccccc1)OCC(=O)N2,-1&-1,-4%&1%,0,-2%&1%,-2%&1%,2.4&-0.1,3%&3%,-14%&7%,14%&-15%
O=C(c1ccc([N+](=O)[O-])cc1)N1CCN(c2ccc(Nc3ccccc3)nn2)CC1,-3,1%,.,1%,3%,3.4,0%,-2%,1%
CC(Sc1nc(=O)cc(N)n1CCc1ccccc1)C(=O)Nc1ccc(Cl)cc1 (stereo not given),1,0%,.,-15%,-6%,3.6,-4%,2%,6%
Cc1cn2c(=O)c(C(=O)NCc3ccc4c(c3)OCO4)cnc2s1,-3,-1%,-15,-11%,-1%,0.3,1%,-13%,-9%
CC1(C)Cc2nc3sc4c(SCC(=O)NCc5ccco5)ncnc4c3cc2CO1,2,-4%,9,-50%,?,0.0,?,-6%,8%
O=C(CCS(=O)(=O)Cc1ccccc1F)NCc1ccccc1Cl,-8,-2%,.,24%,-1%,.,-7%,-2%,-10%
O=C(CSc1nccn1Cc1ccc(F)cc1)Nc1nc2ccccc2s1,0,3%,.,-15%,-1%,1.0,-3%,2%,-20%
CCN(CC)C(=O)CC1(c2ccccc2OC)CCOC(C(C)C)C1 (stereo not given),-3,-6%,0,-10%,-1%,-0.1,-2%,-2%,-18%
COc1cc2c(=O)n(CCC(=O)NCC3CCCO3)c(=O)n(CC(=O)Nc3ccc(C)cc3C)c2cc1OC (stereo not given),-10&1,-2%&-2%,14,-8%&-6%,3%&-4%,1.1&1.0,-1%&1%,15%&3%,?
CC(=O)c1ccc(OC(=O)c2c(-c3ccccc3Cl)noc2C)cc1,-5,0%,.,-4%,1%,-1.8,0%,-1%,2%
CCc1c(C)nc2nc(NC(C)=O)[nH]n2c1=O,-5,-2%,-3,18%,0%,-0.2,-5%,-3%,?
COCOCCn1cc(CN2CCS(=O)(=O)N(Cc3ccc(-c4ccncc4)cc3)C(C)C2=O)nn1 (stereo not given),-6,-2%,.,.,1%,.,1%,.,-4%

# Some entries already given, showing only Glioma ERSR ind, ERG-DNA inh and D2 agonist.
Structure | Glioma ERSR ind | ERG-DNA inh | D2 agonist
CC(Sc1nc(=O)cc(N)n1CCc1ccccc1)C(=O)Nc1ccc(Cl)cc1 (stereo not given) | 0% | 2% | 3.6
Cc1cn2c(=O)c(C(=O)NCc3ccc4c(c3)OCO4)cnc2s1 | -1% | -13% | 0.3

# Only part of the results is shown; rates above refer to the full screens.
